High-throughput results (PubChem BioAssay)
bovine MsrA act = activates bovine MsrA enzyme | actives 0.3% (n = 360,000) | activation, % at 10.6 µM | purified bovine MsrA, absorbance read-out; in the data active = activation above about 7.5%;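 note: 0% = vehicle and 100% = reference activator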
MLLE-PAM2 inh = inhibitors of microRNA-mediated deadenylation, human PABP1 MLLE binding; P11940; GST-MLLE / FITC-PAM2 fluorescence polarization; inhibition, % at 20 µM; actives 0.36% (n = 360,000); AID 588489; in the data active = inhibition above about 35%, passing the limit was not always enough;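 note: plate controls were DMSO wells with GST-MLLE for no effect and wells lacking GST-MLLE protein for full effect; some results filed as inactive read as strong as hits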
Target sequence (P11940 whole entry, looked up): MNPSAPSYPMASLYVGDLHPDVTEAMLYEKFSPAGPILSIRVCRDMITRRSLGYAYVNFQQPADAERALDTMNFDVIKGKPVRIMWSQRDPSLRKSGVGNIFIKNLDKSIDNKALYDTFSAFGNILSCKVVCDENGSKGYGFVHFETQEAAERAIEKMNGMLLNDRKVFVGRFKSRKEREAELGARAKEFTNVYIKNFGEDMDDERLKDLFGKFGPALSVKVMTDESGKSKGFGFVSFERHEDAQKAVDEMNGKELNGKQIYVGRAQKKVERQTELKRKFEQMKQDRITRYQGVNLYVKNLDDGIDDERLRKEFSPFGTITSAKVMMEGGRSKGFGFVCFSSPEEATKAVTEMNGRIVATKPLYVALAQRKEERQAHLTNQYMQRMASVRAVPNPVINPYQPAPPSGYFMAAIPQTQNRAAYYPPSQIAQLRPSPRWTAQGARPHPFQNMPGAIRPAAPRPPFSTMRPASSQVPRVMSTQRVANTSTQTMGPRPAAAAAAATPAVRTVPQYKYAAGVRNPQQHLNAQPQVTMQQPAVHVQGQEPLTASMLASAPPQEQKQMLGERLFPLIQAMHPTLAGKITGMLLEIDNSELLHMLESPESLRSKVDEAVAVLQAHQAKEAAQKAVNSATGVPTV
CSN inh = blocks human CSN-mediated cullin deneddylation | Q92905 | Purified CSN, SCF-Nedd8-OG deneddylation, fluorescence polarization | inhibition, % at 12.5 µM | actives 0.38% (n = 360,000) | AID 651999;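 active = pattern-corrected inhibition above about 35%, with an unprinted fluorescence ratio check between 0.5 and 1.5, limit read from the data, passing the limit was not always enough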;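 note: 0% = enzyme with substrate and 100% = substrate without enzyme; some results filed as inactive read as strong as hits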
Target sequence (Q92905 whole entry, looked up, one chain of several): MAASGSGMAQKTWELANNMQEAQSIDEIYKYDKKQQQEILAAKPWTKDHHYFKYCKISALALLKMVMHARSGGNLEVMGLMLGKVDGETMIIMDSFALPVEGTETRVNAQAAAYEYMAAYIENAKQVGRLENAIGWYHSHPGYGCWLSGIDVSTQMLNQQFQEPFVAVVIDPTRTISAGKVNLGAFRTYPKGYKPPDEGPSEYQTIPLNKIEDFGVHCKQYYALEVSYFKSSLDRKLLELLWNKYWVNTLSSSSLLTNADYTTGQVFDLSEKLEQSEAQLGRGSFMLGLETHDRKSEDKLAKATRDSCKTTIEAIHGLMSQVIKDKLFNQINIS
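Assay system: purified human Csn5 enzyme expressed in HEK293T cells; Input: 0.24 nM Csn5 enzyme, final concentration; Reagent: 10 nM SCFSkp2-Nedd8OG; Compound dosing: 12.5 µM single point; Times: reaction 90 min, room temperature; Technique: fluorescence polarization readout.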
Rin1 Abl inh = blocks binding of human Rin1 to Abl. actives 0.4% (n = 360,000). inhibition, % at 7.35 µM. TR-FRET Rin1/Abl binding, biochemical; in the data active = inhibition above about 5%, passing the limit was not always enough
MT1-MMP act inh = MT1-MMP (human) activation inhibition | P50281 | HT1080 RFP-PRO-GFP cells, GFP/RFP ratio fluorescence, overnight; percent of plate control window, DMSO zero | GFP/RFP ratio change, % at 20 µM | actives 0.061% (n = 360,000);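 active = GFP/RFP ratio change of at least 30% with cell ATP level not reduced by more than half and red fluorescence within 50% of control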; note: strong numbers were not always called active
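system = RFP-PRO-GFP reporter HT1080 cells | dosing = 20 µM single dose, 1% DMSO | timing = overnight cell settling, then overnight compound exposure, 37 °C, 5% CO2 | read-out basis = GFP/RFP fluorescence ratio | controls = DMSO and RFP-L50D-GFP cell wells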
FAS TE block = blocks the thioesterase domain of human fatty acid synthase; P49327; recombinant FAS-TE, OMFH fluorogenic substrate, fluorescence endpoint; inhibition, % at 15 µM; actives 0.67% (n = 360,000); AID 602261;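 active = compounds whose normalised, plate-corrected inhibition of enzyme fluorescence in the single-dose primary screen is 50% or more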;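 note: 0% = DMSO with enzyme and 100% = substrate without enzyme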
MsrA inh = inhibits bovine methionine sulfoxide reductase A; purified bovine MsrA, absorbance read-out; inhibition, % at 15.5 µM; actives 0.75% (n = 360,000); AID 651718; in the data active = inhibition above about 4.5%;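 note: 0% = vehicle wells with enzyme and 100% = reference inhibitor wells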
E coli Lon inh = E. coli protease La inhibition. purified E. coli Lon protease, fluorescence polarization. inhibition, % at 7.94 µM. actives 0.42% (n = 360,000). AID 602123; in the data active = inhibition above about 13%, passing the limit was not always enough;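 note: 0% = enzyme with probe and DMSO and 100% = no enzyme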
Rpn11 block = inhibitors of human proteasome Rpn11; AID 588493; O00487; human 26S proteasome, Ub4-pepOG fluorescence polarization; 20S core pre-blocked with epoxomicin; calls only at 20 µM; actives 0.59% (n = 360,000);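 active = inhibition at 20 µM, scaled to each plate's controls, above about 33%, limit read from the data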
Numbers without * were called inactive; i = inactive. Random draw from the library; about 3.7% have a hit in one of these screens.

Field names: A = bovine MsrA act; B = MLLE-PAM2 inh; C = CSN inh; D = Rin1 Abl inh; E = MT1-MMP act inh; F = FAS TE block; G = MsrA inh; H = E coli Lon inh; I = Rpn11 block
canonical_smiles: OCC(O)C1OC(Nc2ccc(Cl)cc2)C(O)C1O (centres undefined)
  A: -4; B: 5; C: 3; D: -1; E: 0; F: -4; G: 1.7; H: -6; I: i
canonical_smiles: Cc1ccccc1NC(=S)N(Cc1ccccn1)Cc1ccccc1Cl
  A: -3; B: -33; C: 2; D: -6; E: 5; F: 21; G: -0.5; H: -8; I: i
canonical_smiles: CCc1ccccc1NC(=O)CSc1nnc(Cn2nnc3ccccc32)n1C
  A: -5; B: 12; C: 7; D: 1; E: 3; F: -8; G: -0.4; H: 3; I: i
canonical_smiles: O=C(Cc1ccccn1)c1ccccc1
  A: -3; B: 6; C: -3; D: 2; E: 1; F: -1; G: 1.7; H: 2; I: i
canonical_smiles: CCOc1ccc(Cl)cc1S(=O)(=O)N1CCC(C(=O)NCc2ccco2)CC1
  A: -2; B: -6; C: 0; D: 3; E: -3; F: 0; G: 1.6; H: -3; I: i
canonical_smiles: COc1cccc(NC(=O)CN(C)C(=O)CC(NC(=O)c2ccccc2Cl)c2ccccc2)c1 (centres undefined)
  A: -4; B: 2; C: 0; D: 3; E: -1; F: 2; G: 1.3; H: -9; I: i
canonical_smiles: CCOc1cccc(C(=O)Nc2cc(-c3nn4c(C)nnc4s3)ccc2C)c1
  A: -1; B: -26; C: -3; D: 2; E: 3; F: -1; G: 0.3; H: -3; I: i
canonical_smiles: COc1ccc2c(Cl)c(C(=O)NCc3ccco3)sc2c1
  A: 0; B: 19; C: 3; D: -8; E: 6; F: 12; G: 1.8; H: 11; I: i
canonical_smiles: O=C(c1ccc(F)cc1)C1CCN(Cc2ccccc2F)CC1
  A: 4; B: -8; C: 2; D: 0; E: -4; F: -6; G: 0.6; H: 1; I: i
canonical_smiles: CC(C)Cn1nc(C(=O)NCc2ccccc2CN2CCCC2)c2ccccc2c1=O
  A: -6; B: 14; C: -4; D: -1; E: 2; F: -3; G: -0.5; H: -3; I: i
canonical_smiles: COc1ccc(-c2noc(C(=O)NCc3ccccc3Cl)n2)cc1OC
  A: -2; B: -3; C: -2; D: 5; E: 3; F: 18; G: -0.7; H: -2; I: i
canonical_smiles: Cc1ccc(C(=O)NCc2nnc(SCC(=O)NC(C)c3ccccc3)n2C)cc1 (centres undefined)
  A: -2; B: -8; C: -11; D: 3; E: -4; F: -2; G: 2.7; H: 6; I: i
canonical_smiles: O=[N+]([O-])c1nccn1CCCCCCCCCCCN1CCOCC1
  A: -1; B: 7; C: -2; D: 0; E: 6; F: 4; G: 1.3; H: -5; I: i
canonical_smiles: COC(=O)C1=C(C)N(CCCC(=O)O)C(=O)NC1c1ccc(OC)cc1 (centres undefined)
  A: -2; B: 1; C: -3; D: 1; E: -2; F: -14; G: 0.7; H: -13; I: i
canonical_smiles: O=C(NNC(=O)c1ccc(NC(=O)C2CC2)cc1)c1ccc(F)cc1
  A: -3; B: -15; C: -1; D: 0; E: -1; F: -4; G: 0.9; H: 4; I: i
canonical_smiles: O=C(OC12CC3CC(CC(C3)C1)C2)c1ccc(NCc2cc(O)ccc2O)cc1
  A: -8; B: -3; C: 0; D: 1; E: -32; F: 43; G: 0.9; H: 1; I: i
canonical_smiles: COc1ccc2cc(C(=O)N3CCc4ccccc43)[nH]c2c1
  A: -2; B: 7; C: -3; D: -1; E: -4; F: 10; G: 1.5; H: 2; I: i
canonical_smiles: COc1ccc(C(=O)O)cc1S(=O)(=O)Nc1cccc(C(F)(F)F)c1
  A: -1; B: 0; C: -3; D: 1; E: 0; F: -8; G: -0.8; H: 10; I: i
canonical_smiles: COc1ccc(C(=O)OCc2c(F)cccc2Cl)cc1S(=O)(=O)N1CCOCC1
  A: -1; B: -8; C: 4; D: 1; E: 0; F: 34; G: -1.2; H: -1; I: i
canonical_smiles: Cc1ccc(OCCCCCCN2CCNCC2)c(Br)c1
  A: -2; B: 3; C: 3; D: 2; E: 5; F: -9; G: -0.1; H: 3; I: i
canonical_smiles: COc1cccc(CN(C)C(=O)c2ccc(Oc3ccccc3)cc2)c1OC
  A: -3; B: -6; C: 0; D: -2; E: 0; F: 15; G: 1.7; H: 1; I: i
canonical_smiles: O=C(Nc1ncc2c(n1)-c1ccccc1OC2)c1ccc(Cl)cc1Cl
  A: -5; B: 24; C: 9; D: 1; E: 4; F: -2; G: -0.1; H: -16; I: i
canonical_smiles: O=C(NCc1cccnc1)C1CCN(S(=O)(=O)N2CCOCC2)CC1
  A: -13; B: -1; C: 3; D: 1; E: 1; F: -5; G: 0.8; H: -2; I: i
canonical_smiles: Cc1ccc(N(C(=O)c2snc(C(N)=O)c2N)C(C(=O)NCCC(C)C)c2ccco2)cc1 (centres undefined)
  A: -2; B: -7; C: 3; D: -2; E: 4; F: 22; G: 1.8; H: -9; I: i
canonical_smiles: CC(C)CN1CC(C(=O)O)CC1=O (centres undefined)
  A: -2; B: 1; C: -3; D: -1; E: 5; F: -5; G: -0.4; H: -3; I: i
canonical_smiles: COC(=O)C1(C)NC(c2ccccc2F)C2C(=O)N(c3ccccc3)C(=O)C21 (centres undefined)
  A: -2; B: 15; C: -2; D: 1; E: -4; F: -6; G: 1.7; H: -27; I: i
canonical_smiles: C/C(=N\NC(=O)c1cc(-c2ccc(Cl)s2)[nH]n1)c1ccncc1
  A: 0; B: -24; C: 2; D: -1; E: 3; F: -26; G: -0.8; H: -7; I: i
canonical_smiles: COc1ccccc1N(Cc1cc2ccc(C)cc2[nH]c1=O)C(C)=O
  A: -3; B: -1; C: 0; D: 2; E: -1; F: -3; G: 0.9; H: -4; I: i
canonical_smiles: COCCN(Cc1nc(-c2ccc(-c3ccccc3)cc2)oc1C)C(C)C
  A: -2; B: -2; C: 3; D: -1; E: 1; F: 4; G: -0.5; H: 2; I: i
canonical_smiles: C/C(=N\NC(=O)c1ccc(C)cc1C)c1ccc(-n2ccnc2)cc1
  A: -1; B: -2; C: 3; D: -4; E: 14; F: -8; G: -0.6; H: -8; I: i

The results go on:
mol	bovine MsrA act	MLLE-PAM2 inh	CSN inh	Rin1 Abl inh	MT1-MMP act inh	FAS TE block	MsrA inh	E coli Lon inh	Rpn11 block
CC1(C)CC(=O)C2=C(C1)N(c1ncn[nH]1)C(N)=C(C#N)C2c1ccccc1 (centres undefined)	2	-10	-3	-1	1	-37	1.2	4	i
COc1ccc(CCNC(=O)CN(c2ccc(OC)c(OC)c2)S(=O)(=O)c2ccc(C)cc2)cc1	-2	-11	5	1	3	2	-1.2	2	i
COc1ccc(/C=C/c2ccccc2)cc1[C@H]1[C@@H]2C=CCC[C@@]2(C)C(=O)N1Cc1ccccc1	-10	-4	-1	-1	0	28	2.8	5	i
COc1ccc(/C=C(\C#N)c2nc3ccccc3[nH]2)cc1O	-4	0	3	-7	7	0	3.7	-3	i
O=C(CS(=O)(=O)c1cn(CC(=O)N2CCOCC2)c2ccccc12)Nc1ccccc1F	0	-1	-2	-3	12	-2	0.3	-7	i
CC(C)(C)c1ccc(C(=O)Nc2ccccc2Cl)cc1	-1	-4	2	3	0	14	-0.7	-2	i
COc1cccc(Cn2c3ccc(NC(=O)Cc4cc(OC)ccc4OC)cc3c(=O)n2C)c1	-2	8	1	-1	-5	-1	-0.2	-6	i
Cc1ccc(C(=O)CSc2nnc(C)s2)cc1	-1	8	0	-2	1	-9	-0.7	4	i
COc1ccc(C)cc1C1=CC(=O)C[C@H](c2ccc(F)cc2)C1	-2	0	-4	-1	-1	26	-0.4	-9	i
COCCCNC(=O)c1oc2ccc(S(=O)(=O)N3CCOCC3)cc2c1C	-1	-4	-1	-1	4	-2	-0.1	13	i
CCN(CC(=O)NCc1ccc(F)cc1)C(=O)/C=C/c1ccc(S(=O)(=O)N(CC)CC)cc1	-2	-2	3	-1	-2	0	-1.2	-9	i
CCN(C(=O)COC(=O)CNC(=O)c1ccc(F)cc1)C1CCS(=O)(=O)C1 (centres undefined)	0	2	-8	1	-4	-3	-0.3	0	i
COc1ccc2[nH]cc(/C=C/C(=O)c3ccccc3)c2c1	-4	-6	6	-3	-3	-3	0.5	-23	i
CCOC(=O)c1c(NC(C)=O)sc2c(OC(C)=O)cccc12	-2	3	-1	-1	-3	-1	0.5	-3	i
CCCNC(=O)c1cc(C2CCCCN2S(=O)(=O)c2ccccc2)on1 (centres undefined)	-5	11	-4	8	1	-5	-0.1	-5	i
CCC(C)NC(=O)C1CC(c2cccc(OC)c2)=NO1 (centres undefined)	-2	-1	-3	-1	-3	-10	-0.1	-3	i
C[C@H](CO)N1C[C@H](C)[C@H](CN(C)Cc2cccc(F)c2)Oc2ncc(Br)cc2C1=O	-1	2	-4	1	1	-2	-0.4	3	i
CC(Oc1ccccc1Cl)C(=O)/C=C/N(C)C (centres undefined)	-2	11	2	-3	-6	-8	0.8	-5	i
Cc1cccc(-n2ccc(=O)c(C(=O)Nc3ccc(S(=O)(=O)Nc4nccs4)cc3)n2)c1	-11	3	2	-1	3	3	2.8	1	i
O=C(COc1ccc2c(c1)CCC2)NCc1ccc(Cl)cc1	-2	7	-1	3	2	22	-0.1	9	i
CCOC(=O)CSc1nc(=O)n2cc(C)ccc2n1	-4	16	-8	0	1	-5	4.2	-3	i
O=C(COC(=O)Cn1cnc2ccccc2c1=O)NCc1ccccc1Cl	-3	-2	4	3	1	0	-0.1	-1	i
O=S(=O)(Nc1ccccn1)c1ccc(Cl)c2ccccc12	-6	-6	-17	-1	-7	0	1.0	-2	i

Compound profiles (already shown). Order of values: bovine MsrA act | MLLE-PAM2 inh | CSN inh | Rin1 Abl inh | MT1-MMP act inh | FAS TE block | MsrA inh | E coli Lon inh | Rpn11 block
Record of Cc1ccc(OCCCCCCN2CCNCC2)c(Br)c1 : -2 | 3 | 3 | 2 | 5 | -9 | -0.1 | 3 | i
Record of O=C(NCc1cccnc1)C1CCN(S(=O)(=O)N2CCOCC2)CC1 : -13 | -1 | 3 | 1 | 1 | -5 | 0.8 | -2 | i
Record of CCN(CC(=O)NCc1ccc(F)cc1)C(=O)/C=C/c1ccc(S(=O)(=O)N(CC)CC)cc1 : -2 | -2 | 3 | -1 | -2 | 0 | -1.2 | -9 | i
Record of O=C(Cc1ccccn1)c1ccccc1 : -3 | 6 | -3 | 2 | 1 | -1 | 1.7 | 2 | i
Record of C/C(=N\NC(=O)c1cc(-c2ccc(Cl)s2)[nH]n1)c1ccncc1 : 0 | -24 | 2 | -1 | 3 | -26 | -0.8 | -7 | i

Given with values under each structure: two of the compounds above.
Under each structure – bovine MsrA act, MLLE-PAM2 inh, CSN inh, Rin1 Abl inh, MT1-MMP act inh, FAS TE block, MsrA inh, E coli Lon inh, Rpn11 block
- CCOC(=O)c1c(NC(C)=O)sc2c(OC(C)=O)cccc12
    -2, 3, -1, -1, -3, -1, 0.5, -3, i
- CCCNC(=O)c1cc(C2CCCCN2S(=O)(=O)c2ccccc2)on1 (centres undefined)
    -5, 11, -4, 8, 1, -5, -0.1, -5, i
